From PubChem
NLRP3 yeast inh: NALP3 inflammasome inhibitors in reconstituted yeast, primary screen, luminescence, uHTS. Yeast reconstituted NLRP3/ASC/caspase-1, beta-gal luminescence, 24 h. inhibition, % at 10 µM. hit rate 0.39% among 330,000. AID 2825, 2010;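 active = inhibition of 50% or more; inactive = inhibition below 50%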;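 also: plate controls were induced DMSO wells for no effect and uninduced yeast grown without galactose for full effect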
SENP6 block: SENP6 protease inhibitors, primary screen, biochemical, luminescence, uHTS; Sentrin-specific protease 6 (Homo sapiens), Q9GZR1; Recombinant SENP6 catalytic domain, aminoluciferin luminescence; inhibition, % at 10 µM; hit rate 1.8% among 330,000; AID 2599, 2010;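 active = inhibition above about 50% at the single tested dose, limit read from the data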;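 also: plate controls were DMSO wells with enzyme for no effect and DMSO wells lacking enzyme for full effect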
Apaf1 inhib: inhibitors of human Apaf-1 apoptosome, primary screen, biochemical, DEVD-Rh110 fluorescence, uHTS; Apoptotic protease-activating factor 1 (Homo sapiens), O14727; reconstituted apoptosome caspase-3 activity; inhibition, % at 20 µM; hit rate 0.71% among 330,000; AID 489030, 2010; active = inhibition of at least 40% at 20 µM;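 also: plate controls were DMSO wells for no effect and DEVD-CHO caspase inhibitor wells for full effect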
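Medium: Hepes buffer, pH 7.5 / System: biochemical Apaf-1 apoptosome reconstitution / Measured by: Rh110 fluorescence, excitation 480 nm, emission 540 nm / Times: compound with Apaf-1, dATP, procaspase-3 30 min, then 50 min reaction, room temperature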
SENP7 inh: SENP7 protease inhibitors, primary screen, biochemical, luminescence, uHTS | Sentrin-specific protease 7 (Homo sapiens), Q9BQF6 | recombinant SENP7, Z-RLRGG-aminoluciferin luminescence, 40 min | inhibition, % at 5 µM | hit rate 1.5% among 330,000;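 active = inhibition above about 50% at the single test dose, limit read from the data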;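 also: plate controls were DMSO with enzyme for no effect and no enzyme buffer wells for full effect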
Target sequence (Q9BQF6 706-1050 limits assumed): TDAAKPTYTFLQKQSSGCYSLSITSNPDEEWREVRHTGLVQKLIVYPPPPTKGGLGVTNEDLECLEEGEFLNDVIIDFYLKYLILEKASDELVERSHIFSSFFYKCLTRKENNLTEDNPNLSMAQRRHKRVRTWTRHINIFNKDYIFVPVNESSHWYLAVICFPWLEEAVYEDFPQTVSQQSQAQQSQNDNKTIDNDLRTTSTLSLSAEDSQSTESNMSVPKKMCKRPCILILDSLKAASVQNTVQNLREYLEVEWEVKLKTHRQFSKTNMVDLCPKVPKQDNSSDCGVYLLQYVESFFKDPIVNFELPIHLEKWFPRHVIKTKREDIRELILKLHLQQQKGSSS
SENP1 FRET inh: human SENP1 catalytic domain inhibitors, primary screen, biochemical, FRET, uHTS | Sentrin-specific protease 1 (Homo sapiens), Q9P0U3 | recombinant SENP1 catalytic domain, CyPet-SUMO1-YPet FRET cleavage | inhibition, % at 10 µM | hit rate 0.21% among 360,000 | AID 624204, 2012;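 active = inhibition at least 30% at 10 µM, raw YFP signal under a set limit, fluorescence ratio 0.5 to 1.5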;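 also: 0% = enzyme with DMSO and 100% = no enzyme wells; some results filed as inactive read as strong as hits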
Target sequence (Q9P0U3 419-644 limits assumed): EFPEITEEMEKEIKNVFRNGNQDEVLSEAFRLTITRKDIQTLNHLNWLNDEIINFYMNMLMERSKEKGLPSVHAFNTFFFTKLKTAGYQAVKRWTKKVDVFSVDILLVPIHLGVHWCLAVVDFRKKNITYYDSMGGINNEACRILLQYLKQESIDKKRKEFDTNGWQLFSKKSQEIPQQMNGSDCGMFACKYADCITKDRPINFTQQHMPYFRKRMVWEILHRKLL
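Test system: hSENP1 catalytic domain, recombinant; Amount: 20 pM final SENP1 enzyme; Medium: Tris pH 8 buffer plus EDTA, NaCl, BME, BSA, NP40, catalase; Schedule: 50 min enzyme reaction, room temperature, light-protected; Technique: FRET fluorescence in CFP and YFP emission channels; Controls: no-enzyme wells low, DMSO-plus-enzyme wells high control.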
HKDC1 inhibitor: HKDC1 hexokinase inhibitors, primary screen, biochemical, fluorescence, uHTS; Q2TB90; recombinant HKDC1, G6PDH/diaphorase resazurin coupled fluorescence; inhibition, % at 20 µM; hit rate 0.16% among 340,000; AID 493160, 2011;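 active = inhibition above about 35% when tested at 20 µM, limit read from the data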;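 also: plate controls were DMSO wells with enzyme for no effect and DMSO wells lacking enzyme for full effect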
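Material: recombinant HKDC1 hexokinase; Amount: HKDC1 at 5 µg/mL; Medium: Tris pH 8.0 buffer with MgCl2, Tween-20, BSA, BME; Schedule: 90 min reaction incubation at room temperature, dark; Technique: coupled resazurin fluorescence, excitation 525 nm, emission 613 nm.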
SENP8 block-1: SENP8 protease inhibitors, primary screen, biochemical, luminescence; inhibition, % at 10 µM; AID 2540, 2010; purified SENP8, Z-RLRGG-aminoluciferin cleavage; hit rate 1.2% among 330,000; Sentrin-specific protease 8 (Homo sapiens), Q96LD8; in the data active = inhibition above about 50%
Target sequence (Q96LD8 whole entry, looked up): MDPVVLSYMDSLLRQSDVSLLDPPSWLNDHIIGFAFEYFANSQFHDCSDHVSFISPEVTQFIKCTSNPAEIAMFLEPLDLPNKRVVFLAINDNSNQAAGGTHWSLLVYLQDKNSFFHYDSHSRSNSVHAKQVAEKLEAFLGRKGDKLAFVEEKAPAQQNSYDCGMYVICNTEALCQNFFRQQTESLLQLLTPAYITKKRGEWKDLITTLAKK
PfGluPho inh: PfG6PD enzyme inhibitors, primary screen, biochemical, fluorescence intensity, uHTS; PfGluPho enzyme, NADPH resazurin-diaphorase fluorescence; inhibition, % at 20 µM; hit rate 0.78% among 350,000;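 active = inhibition reaching at least a set limit at 20 µM in the primary screen, cut at about 59% in these data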;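 also: 0% = DMSO wells with substrate and 100% = DMSO wells lacking glucose-6-phosphate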
SENP8 block-2: human SENP8 protease inhibitors, primary screen, biochemical, fluorescence, Nedd8 protein substrate, uHTS. AID 602440, 2012. recombinant SENP8. inhibition, % at 20 µM. Sentrin-specific protease 8 (Homo sapiens), Q96LD8. hit rate 0.64% among 360,000; in the data active = inhibition mostly above about 40%, no sharp cut-off; inactive = mostly below about 27%
The depositor's hits bear a star; i = inactive; . = not tested or not shown.

Second line of a record – NLRP3 yeast inh	SENP6 block	Apaf1 inhib	SENP7 inh	SENP1 FRET inh	HKDC1 inhibitor	SENP8 block-1	PfGluPho inh	SENP8 block-2
- COc1cc(C(=O)NCCc2ccc(F)cc2)c([N+](=O)[O-])cc1OC
→ 11	-2	0	-1	3	-10	-7	-3	14
- CCOc1ccc2[nH]c(C)c(CN(C)C)c(=O)c2c1
→ 6	-3	-3	5	-1	-4	-7	6	-185
- C[N+](C)(C)CCCN(Cc1ccc2c(c1)OCO2)C(=O)NC1CCCCC1
→ 17	-29	-12	8	0	-2	14	7	-5
- COc1ccc(CNC(=O)CSc2nnc(Cn3nnc4ccccc43)n2C)cc1
→ 1	-7	-13	9	-1	0	3	-16	10
- CC1CCCCN1CCCNC(=O)Cn1c(=O)c2cccn2c2ccccc21 (stereo not given)
→ 4	-2	3	4	0	-1	10	-6	5
- C=CC(=O)Nc1ccc(Nc2ccnc(Nc3ccc(N4CCN(C)CC4)cc3)n2)cc1
→ .	.	.	.	-2	14	.	77*	20
- COC(=O)c1ccccc1CC1Cc2cc3c(cc2C1=O)CCC3 (stereo not given)
→ .	.	.	.	1	0	.	21	8
- COc1cc(NC(=O)COc2ccc(-n3cnnn3)cc2)c(OC)cc1Cl
→ 23	6	-11	3	-1	3	8	-11	16
- C#CCOCCOCCOCCNc1nc(N2CCN(C(=O)CCCCCCCCCCNC(=O)[C@H](CCCCN)n3cc(C)nn3)CC2)nc(N2CCN(C(=O)CCCCCCCCCCNC(=O)[C@H](CCCN=C(N)N)n3cc(C[C@@H](C)CC)nn3)CC2)n1
→ 8	-27	75*	6	.	1	-11	60*	.
- Cc1ccc(NC2c3ncccc3C(=O)N2c2ccccc2C)cc1C (stereo not given)
→ 10	-18	-4	1	-3	56*	-1	29	10
- Cc1ccc(C)c(OCc2nc3ccccc3[nH]2)c1
→ 34	-5	-1	-4	-2	-5	-10	12	14
- CC(C)CNC(=O)CN(C1CCCCC1)S(C)(=O)=O
→ 25	-22	-2	5	-1	-9	-1	-3	9
- O=C(NCc1cccc(Cl)c1)C1CCN(c2nnc(N3CCCC3=O)s2)CC1
→ 12	13	-8	26	0	-4	4	-8	10
- Cc1cccc(-c2nsc(SCC(=O)NCc3ccco3)n2)c1
→ 8	-21	23	-6	0	0	-8	10	37
- NNc1nc(N)c2c(n1)-c1ccccc1CC21CCCC1
→ -2	0	-1	1	0	-10	-8	4	-356
- O=C(NCCO)c1cc2c(s1)CCC2
→ -18	-9	-2	0	0	4	1	-1	28
- COc1cc(C#N)ccc1OCC(=O)NCCC1=CCCCC1
→ 14	-10	-11	-3	0	-2	10	-2	4
- O=C(Nc1ccc(-c2nc3ccccc3s2)cc1)c1cc(-n2cnnc2)ccc1Cl
→ 20	-13	8	3	2	-3	-7	-2	-149
- Cn1cc(Cl)c(/C=C(\C#N)S(=O)(=O)c2ccccc2)n1
→ 14	-21	2	-2	1	3	-4	5	12
- CCN(Cc1ccccc1)C(=O)c1ccc(CS(=O)c2ccccc2C)o1 (stereo not given)
→ 3	1	0	10	2	-1	-8	-10	8
- CCOC(=O)c1ccccc1NC1CC(=O)N(c2ccccc2C)C1=O (stereo not given)
→ -3	2	7	-1	-4	2	5	1	i
- C#CCOCCOCCOCCNc1nc(N2CCN(C(=O)CCCCCCCCCCNC(=O)[C@H]([C@@H](C)CC)n3cc(CCCCCN)nn3)CC2)nc(N2CCN(C(=O)CCCCCCCCCCNC(=O)[C@H]([C@@H](C)CC)n3cc(CCCCN=C(N)N)nn3)CC2)n1
→ 26	-65	71*	6	1	.	-13	.	29
- Cc1sc2nc(CSc3n[nH]c(N)n3)[nH]c(=O)c2c1C
→ -5	7	-7	-4	-3	17	-2	-13	1
- CC(=O)c1cccc(NC(=O)c2cc(=O)[nH]c3ccc(S(=O)(=O)N4CCOCC4)cc23)c1
→ 9	-15	-2	-4	-15	-1	5	0	-37
- CN(C)c1cccc(C(=O)Nc2ccc3nc4n(c(=O)c3c2)CCCCC4)c1
→ 8	-13	6	8	-3	-4	-5	12	-189
- COc1ccc(C2(C)NC(=O)N(CC(=O)Nc3cccnc3Cl)C2=O)cc1 (stereo not given)
→ 10	-16	-12	3	0	1	-9	1	4
- Cc1cccc2[nH]c(SCC(=O)O)nc12
→ -8	4	7	8	-3	-2	3	4	4
- CCc1nnc(NC(=O)CSc2nc3ccccc3o2)s1
→ -1	-8	-12	-2	0	-5	-7	1	6
- CCCn1c(SCC(=O)Nc2ccccc2N2CCCCC2)nc2c1c(=O)n(C)c(=O)n2C
→ 0	-35	9	-15	4	0	-5	0	5
- CC(C)(C)CC(=O)NC(=S)N1CCCCCC1
→ 0	-11	-4	-3	1	-7	-3	-8	16
- Cc1sc2ncnc(Sc3ccccc3C(=O)O)c2c1C
→ -2	-6	2	14	-1	5	-2	-2	13
- Cc1c(NC(=O)c2ccc(F)c(S(=O)(=O)N3CCOCC3)c2)c(=O)n(-c2ccccc2)n1C
→ 8	7	-6	9	0	-1	1	-2	18
- COc1cccc(C2Nc3cccc4cccc(c34)N2)c1
→ 16	37	14	8	8	6	15	45	23
- COc1cccc(N=CC=C2OC(C)(C)C(C)(C)O2)c1
→ 6	-3	1	-4	-25	-5	-3	6	-80
- COc1ccccc1C(=O)Nc1ccc2oc(-c3ccc(F)cc3)nc2c1
→ -4	6	-3	3	-2	-9	1	1	-245
- O=C(Cn1cnc2c(NCc3ccccc3)ncnc21)NCc1ccc2[nH]ccc2c1
→ .	.	9	-9	-1	-1	.	-6	7
- COC(=O)Nc1nnc(CCc2ccccc2)s1
→ 27	-3	1	4	1	-2	-3	-2	15
- C/C(=N/NC(=O)CN(c1ccccc1)S(=O)(=O)c1ccccc1)c1ccccc1O
→ 5	-8	11	-14	-22	-26	-7	-42	10
- COCCNC(=O)c1c(CS(=O)(=O)c2ccccc2)noc1C(=O)NCc1ccccc1
→ 19	-1	-4	-11	2	-7	7	-5	23
- O=c1cc(O)c(-c2ccc(Cl)c(Cl)c2)c(Cl)[nH]1
→ 13	-2	3	4	-6	-2	-2	-33	4
- CC(C)C1N(C(=O)CN2CCCC2)CCN1S(=O)(=O)c1ccccc1 (stereo not given)
→ 12	27	5	9	-3	-8	7	-2	35
- CCCSc1nnc(Nc2ccccc2C)s1
→ -15	49	17	27	1	3	8	3	9
- CCCn1c(N)c(C(=O)CN(C)CC(=O)Nc2c(Cl)cccc2Cl)c(=O)[nH]c1=O
→ 7	8	-3	4	-2	-6	-5	-5	15
- CCC(C)c1ccc2oc(-c3ccc(NC(=O)Cn4cnc5c(=O)n(C)c(=O)n(C)c54)cc3)nc2c1 (stereo not given)
→ 23	-17	5	-12	-5	2	-14	-9	-278
- O=[N+]([O-])c1ccc2[nH]c3nc4ccccc4nc3c2c1
→ 26	0	-16	-9	26	-4	-1	-4	33

In the list so far, 2 contain a nitro group on carbon.
Second line of a record – NLRP3 yeast inh	SENP6 block	Apaf1 inhib	SENP7 inh	SENP1 FRET inh	HKDC1 inhibitor	SENP8 block-1	PfGluPho inh	SENP8 block-2
- COc1cc(C(=O)NCCc2ccc(F)cc2)c([N+](=O)[O-])cc1OC
→ 11	-2	0	-1	3	-10	-7	-3	14
- O=[N+]([O-])c1ccc2[nH]c3nc4ccccc4nc3c2c1
→ 26	0	-16	-9	26	-4	-1	-4	33

(cont.)
Second line of a record – NLRP3 yeast inh	SENP6 block	Apaf1 inhib	SENP7 inh	SENP1 FRET inh	HKDC1 inhibitor	SENP8 block-1	PfGluPho inh	SENP8 block-2
- N#CC(c1ccc(Cl)nn1)c1ccc(Cl)cc1Cl (stereo not given)
→ 19	0	10	0	0	-1	2	6	26
- O=C(CSc1ncn[nH]1)N1N=C2/C(=C\c3ccco3)CCCC2C1c1ccco1 (stereo not given)
→ .	.	.	.	0	-4	.	-16	-82
- O=C(CCS(=O)(=O)c1ccccc1)Nc1ccccc1N1CCOCC1
→ 10	-2	-16	7	0	-5	0	-18	12
- O=C(NCCCc1ccccc1)c1cccc(NC(=O)C2CC2)c1
→ .	.	.	.	1	-4	.	11	13
- Cc1cc(C)c2c(N)c(C(=O)Nc3ncc(C)s3)sc2n1
→ 13	87*	4	26	-20	9	72*	46	i
- O=C(N/N=C1/CCCc2ccccc21)C(c1ccccc1)c1ccccc1
→ 5	-10	7	8	-5	-9	0	1	18
- Nc1ccc(CCc2ccc(N)cc2)cc1
→ 15	-3	-7	13	4	0	-5	13	21
- CC(CN1CCOCC1)c1ccccc1 (stereo not given)
→ 6	-2	-4	3	2	-5	-1	-5	12
- CC(C)(C)Nc1ncnc2c1cnn2-c1ccccc1
→ 66*	5	11	8	1	3	2	35	18

Reformatted with each value named: 2 of the compounds above.
> Cc1cc(C)c2c(N)c(C(=O)Nc3ncc(C)s3)sc2n1
- NLRP3 yeast inh: 13
- SENP6 block: 87*
- Apaf1 inhib: 4
- SENP7 inh: 26
- SENP1 FRET inh: -20
- HKDC1 inhibitor: 9
- SENP8 block-1: 72*
- PfGluPho inh: 46
- SENP8 block-2: i

> O=C(N/N=C1/CCCc2ccccc21)C(c1ccccc1)c1ccccc1
- NLRP3 yeast inh: 5
- SENP6 block: -10
- Apaf1 inhib: 7
- SENP7 inh: 8
- SENP1 FRET inh: -5
- HKDC1 inhibitor: -9
- SENP8 block-1: 0
- PfGluPho inh: 1
- SENP8 block-2: 18

Random draw from the library; about 4.1% have a hit in one of these screens.
